D1 antag – Antagonist of Human D 1 Dopamine Receptor: qHTS. hit rate 3.2% among 360,000. HEK293 TREx D1 cells, calcium flux, dopamine EC80; stronger effect = lower value. AID 504652, 2011. activity change, negative = inhibition, % at 10 µM. D(1A) dopamine receptor (Homo sapiens), P21728; in the data active means activity change below about -30%; further: on the % scale 0 is the no-effect control and ±100 the full control effect
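Kinetic fluorescence of a calcium dye serves as the read-out. D1-expressing Hek293 Trex cells, induced overnight at 30 C, are exposed to compound for 180 s before an EC80 dopamine addition, then read 180 s further.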
D2 potentiator – HTS Assay for Positive Allosteric Modulators of the Human D2 Dopamine Receptor: Primary Screen for Potentiators; D(2) dopamine receptor (Homo sapiens), P14416; hit rate 0.34% among 340,000; potentiation, % at 10 µM; HEK293 T-REx D2, calcium flux, EC20 dopamine potentiation;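 active means potentiation over 3 SD above the plate norm, cut at about 30% in these data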; further: 0% is about no effect
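Using a no-wash calcium dye in inducible, force-coupled HEK293 Trex cells expressing D2, we tracked fluorescence each second for 180 s after compound, then for 180 s after EC20 dopamine to detect augmented signalling.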
Apoferritin bind – qHTS Assay for Identification of Novel General Anesthetics; Ferritin light chain (Equus caballus), P02791; apoferritin/1-aminoanthracene competitive binding, fluorescence; Potency, µM (top dose mostly 77.5 µM), for inactives: top-dose activity change, negative = displacement, most hits filed as inhibitors; hit rate 0.074% among 350,000; further: potency means the concentration at half of the fitted maximal effect; on the % scale 0 is the no-effect control and ±100 the full control effect; nearly all actives have a fitted effect of over 20% in size
Target sequence (P02791 2-175 limits assumed): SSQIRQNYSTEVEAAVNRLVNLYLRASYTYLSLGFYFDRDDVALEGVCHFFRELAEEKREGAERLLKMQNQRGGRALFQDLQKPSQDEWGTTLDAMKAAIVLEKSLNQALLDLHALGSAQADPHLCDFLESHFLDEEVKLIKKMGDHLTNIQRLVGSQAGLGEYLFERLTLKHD
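In PBS, apoferritin at 10 uM is loaded with 1-AMA from a 50% saturated solution. After 10 min of compound exposure at ambient temperature, reduced 535 nm fluorescence indicates probe displacement.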
TRHR PAM – qHTS for Small Molecule Agonists and Allosteric Enhancers of Human TRH Receptor: Primary Screen for Enhancers; TRHR cells, fluo-8 calcium fluorescence, EC20 TRH enhancement; Thyrotropin-releasing hormone receptor (Homo sapiens), P34981; hit rate 0.66% among 360,000; enhancement, % at 2 µM; AID 493056, 2011; in the data active means enhancement above about 30%; further: 0% is about no effect
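Enhancer read-out: after compound pinning and an initial kinetic agonist-mode read, an EC20 of TRH (10 nM final) was injected and fluo-8 calcium signal (Ex 480/Em 530) followed at 1 s/cycle for 100 cycles in TRHR-expressing cells.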
TRHR ag – qHTS for Small Molecule Agonists and Allosteric Enhancers of Human TRH Receptor: Primary Screen for Agonists; Thyrotropin-releasing hormone receptor (Homo sapiens), P34981; TRHR cells, calcium flux fluo-8, FDSS agonist mode; activation, % at 2 µM; hit rate 0.18% among 360,000; AID 493084, 2011; in the data active means activation above about 30%; further: 0% is about no effect
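Steps: seed TRHR cells overnight; add fluo-8 no-wash Ca dye, RT 30 min–1.5 h; record 10 s baseline; pin-transfer compounds; monitor fluorescence 1 cycle/s for the agonist window. Calcium increases flag candidate agonists.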
RXFP1 antag – qHTS Assay for Antagonists of the Relaxin Receptor RXFP1 | Relaxin receptor 1 (Homo sapiens), Q9HBX9 | HEK293-RXFP1, relaxin-stimulated cAMP HTRF, 30 min; stronger effect = lower value | activity change, negative = inhibition, % at 57.5 µM | hit rate 0.59% among 350,000;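 active means activity change of -60% or lower, but not beyond a set lower limit; inconclusive means change between -60% and -40%, or beyond the set limit; inactive means change above -40%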; further: on the % scale 0 is the no-effect control and ±100 the full control effect
Target sequence (Q9HBX9 whole entry, looked up): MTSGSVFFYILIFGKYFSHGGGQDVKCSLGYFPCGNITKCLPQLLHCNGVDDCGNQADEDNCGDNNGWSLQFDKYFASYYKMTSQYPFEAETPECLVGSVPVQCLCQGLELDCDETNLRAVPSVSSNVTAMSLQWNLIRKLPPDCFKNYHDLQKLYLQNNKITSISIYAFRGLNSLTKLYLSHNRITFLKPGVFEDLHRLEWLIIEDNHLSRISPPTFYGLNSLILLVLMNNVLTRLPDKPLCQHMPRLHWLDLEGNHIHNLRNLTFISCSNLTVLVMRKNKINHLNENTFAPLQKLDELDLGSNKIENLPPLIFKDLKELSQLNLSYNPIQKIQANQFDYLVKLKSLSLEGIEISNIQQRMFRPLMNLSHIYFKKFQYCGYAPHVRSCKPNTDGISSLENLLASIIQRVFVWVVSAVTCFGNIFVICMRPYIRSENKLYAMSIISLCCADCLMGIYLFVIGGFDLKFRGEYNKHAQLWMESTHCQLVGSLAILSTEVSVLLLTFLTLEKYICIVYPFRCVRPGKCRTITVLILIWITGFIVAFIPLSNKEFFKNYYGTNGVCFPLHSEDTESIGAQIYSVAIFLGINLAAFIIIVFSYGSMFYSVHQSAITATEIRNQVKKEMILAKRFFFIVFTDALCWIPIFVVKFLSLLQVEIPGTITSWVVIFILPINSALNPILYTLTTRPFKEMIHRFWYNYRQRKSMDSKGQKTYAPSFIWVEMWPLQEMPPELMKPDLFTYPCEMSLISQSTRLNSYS
D1 agonist – Allosteric Agonists of the Human D1 Dopamine Receptor: qHTS. HEK293 T-REx D1 cells, calcium flux, agonist mode. activation, % at 2 µM. hit rate 1% among 360,000. D(1A) dopamine receptor (Homo sapiens), P21728; in the data active means activation above about 30%; further: 0% is about no effect
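Agonism was scored from calcium flux recorded over 180 s (1 read/s) after pintool compound addition, following a 10-cycle baseline. Cells were inducible force-coupled HEK293 TREx D1, plated overnight at 30 C and loaded with no-wash calcium dye.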
RXFP1 ag – qHTS Assay for Agonists of the Relaxin Receptor RXFP1. Relaxin receptor 1 (Homo sapiens), Q9HBX9. HEK293T-RXFP1 cAMP TR-FRET, 30 min; response scale: percent of porcine relaxin response, buffer zero. Potency, µM (highest dose often 57.5 µM), for inactives: top-dose activation, actives largely listed as activators. hit rate 0.3% among 370,000; further: potency means the concentration at half of the fitted maximal effect; on the % scale 0 is the no-effect control and ±100 the full control effect; nearly all actives have a fitted effect of over 60% in size; many of its hits are not listed in these tables
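cAMP rise read by TR-FRET after 30 min, 37C compound exposure (up to 58 uM) in RXFP1-transfected HEK293 cells with Ro 20174 present. EC50 from Hill-equation fits, with 29 nM porcine relaxin as 100% and buffer as basal.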
D1 potentiator – Potentiators of Human D1 Dopamine Receptor: qHTS; D(1A) dopamine receptor (Homo sapiens), P21728; HEK293 TREx D1 cells, calcium flux, dopamine EC20 potentiation; potentiation, % at 10 µM; hit rate 0.036% among 360,000; AID 504651, 2011; in the data active means potentiation above about 30%; further: 0% is about no effect
Numbers without * were called inactive; ? = inconclusive; . = no result given; [ ] = another dose, or the depositor's remark. Unless noted, the call rests on the fitted dose curve; in most records, active means well fitted curve in the direction sought with a large enough effect; inconclusive means small, poorly fitted or top-dose-only effect, or another doubt; inactive means no such curve, though single readings can be large; an effect the other way counts as inactive or inconclusive.

SMILES	D1 antag	D2 potentiator	Apoferritin bind	TRHR PAM	TRHR ag	RXFP1 antag	D1 agonist	RXFP1 ag	D1 potentiator
CCC(OC(=O)c1nsc(Cl)c1Cl)C(=O)NC(C)(C)C (centres undefined)	-4	1	-11%	-6	-0.3	-6	2	1.1%	-6
COC(=O)c1c(NC(=O)Cc2coc3cc(C)ccc23)sc2c1CCCC2	3	9	-8%	-5	0.6	-9	4	0.8%	5
CCOC(=O)c1ccc(CNC(=O)CSc2nc(NC(=O)c3ccccc3)c3c(C)c(C)oc3n2)cc1	-15	16	-9%	0	0.1	-14	2	14%	0
CCC(C(=O)NCCCN1CCN(C)CC1)n1nc(C)n2c(cc3occc32)c1=O (centres undefined)	11	5	6%	-9	0.1	15	3	3.5%	-6
COc1ccc(-c2cc(=O)oc3cc(OCC(=O)NCCN4CCOCC4)ccc23)cc1	6	2	-5%	1	0.4	?	1	2.2%	-4
Cc1ccc(S(=O)(=O)N(CCC(=O)N2CCOCC2)c2ccccc2)cc1	1	-10	.	-2	0.6	-4	0	0.2%	6
Cn1c(CNC(=O)CCNC(=O)c2cccc(F)c2)cc(=O)n(C)c1=O	0	3	-4%	18	0.0	14	4	1.9%	-3
Cc1ccccc1C(=O)Nc1cccc(OCc2cc(=O)n3cccc(C)c3n2)c1	-2	-11	9%	-6	-0.2	4	0	5.1%	-1
Cc1c(-c2nc(-c3ccc(C(C)(C)C)cc3)no2)n(C)oc1=O	4	-11	-10%	-12	1.0	-17	6	-3.2%	4
CCOC(=O)N1CCN(C(=O)C(=O)Nc2sc3c(c2C(=O)O)CC(C)(C)OC3)CC1	4	-3	-3%	3	-0.1	-2	-1	1.2%	2
Cn1c(SCC(=O)N2CCOCC2)nnc1-c1ccncc1	0	.	7%	-1	0.4	7	-1	0.3%	-11
NC(=NCc1ccco1)NC(=O)c1ccc(Cl)cc1	10	-5	-5%	2	-0.1	-5	2	0.0%	-12
CCOC(=O)c1cc(-c2ccc(OC)c(S(=O)(=O)NCc3ccccc3Cl)c2)on1	-14	-1	7%	-5	0.3	-24	4	-3.8%	-6
O=C1Nc2ccc(F)cc2C12SCCS2	6	-4	-13%	-3	0.5	0	1	-0.2%	-3
COc1ccc(C(=O)COC(=O)CNC(=O)C2CCCCC2)c(OC)c1	-2	6	?	-9	-1.1	7	4	-0.7%	-1
O=C(CCCCn1c(=O)c2ccccc2n(Cc2ccccc2Cl)c1=O)NCCc1ccccc1	4	-5	24%	8	-1.2	.	-2	3.0%	3
CCN(CC(N)=O)S(=O)(=O)c1ccc(F)cc1	.	-11	-2%	-3	0.0	19	1	1.0%	-4
Cc1nc(Sc2ccc(Br)cc2)c(C#N)c(C)c1[N+](=O)[O-]	-17	8	-12%	-3	0.4	-16	15	3.1%	9
CCC1CCCCN1CCN1C(=O)C2C(C(=O)Nc3ccc(OC)cc3)C3C=CC2(O3)C1C(=O)NC1CCCCC1 (centres undefined)	0	-4	1%	3	-0.1	-6	2	1.7%	.
Oc1oc(-c2ccccc2Br)nc1C=Nc1ccc(Br)cn1	-3	.	-8%	-1	1.4	-28	-1	3.4%	-5
O=S(=O)(NCc1cccnc1)c1ccc(Br)s1	1	6	-23%	0	-0.4	6	3	-0.1%	-1
CCC1CCC2(CC1)NC(=O)N(CC(=O)c1c(C)[nH]c3ccccc13)C2=O (centres undefined)	-1	4	?	1	5.7	-15	1	0.0%	-1
CCc1ccccc1Nc1cc(C(=O)NCCCN(C)C2CCCCC2)c2ccccc2n1	-23	-20	-1%	-6	5.5	-15	35*	-0.6%	2
CCn1c(Sc2nc(C)nc3scc(-c4cccs4)c23)n[nH]c1=O	2	-10	?	12	0.0	-1	1	1.3%	1
CCNC(=O)Cc1ccc(S(=O)(=O)N2CCOCC2)s1	-20	4	.	-5	0.4	1	5	0.3%	.

Rewritten with two lines to a compound: part of the list above.
Results follow in this order: D1 antag | D2 potentiator | Apoferritin bind | TRHR PAM | TRHR ag | RXFP1 antag | D1 agonist | RXFP1 ag | D1 potentiator
> O=C1Nc2ccc(F)cc2C12SCCS2
  6 | -4 | -13% | -3 | 0.5 | 0 | 1 | -0.2% | -3
> Oc1oc(-c2ccccc2Br)nc1C=Nc1ccc(Br)cn1
  -3 | . | -8% | -1 | 1.4 | -28 | -1 | 3.4% | -5

The list goes on.
SMILES	D1 antag	D2 potentiator	Apoferritin bind	TRHR PAM	TRHR ag	RXFP1 antag	D1 agonist	RXFP1 ag	D1 potentiator
CCOc1ccc(NC(=O)CN(C)CC(=O)Nc2cccc(Cl)c2C)cc1OCC	3	-1	-15%	-2	0.4	-5	2	2.5%	-1
O=C(O)c1cc(S(=O)(=O)O)cc(Nc2c3ccccc3nc3ccccc23)c1O	-5	-5	112%[activator]	-7	-0.5	17	8	?	-5
CC12CCC(=O)N1C(C(=O)N1CCN(S(=O)(=O)c3ccc(F)c(F)c3)CC1)CS2 (centres undefined)	-1	-4	.	2	-0.3	6	0	0.7%	-8
O=c1cc(Cl)c2ccccc2n1-c1ccccc1	17	2	-20%	2	-0.3	1	4	13%	14
COc1cccc2cc(C(=O)NC3CC4CCC3C4)oc12 (centres undefined)	26	15	-19%	-5	-0.4	3	-3	0.7%	-2
COc1ccc(Cl)cc1NC(=O)c1nnn(Cc2cccc(C(F)(F)F)c2)c1N	-5	2	42%[activator]	25	-0.9	-11	23	-0.9%	0
c1ccc(Cn2c(Sc3nnnn3-c3ccccc3)nnc2-c2ccccc2)cc1	-3	-10	3%	-2	-0.8	-11	4	1.2%	-2
CCOc1ccc(C(=O)Nc2ccc(N3CCN(C(C)=O)CC3)cc2)cc1[N+](=O)[O-]	-13	.	-6%	-9	0.8	3	0	2.8%	-6
CNC(=O)C1CC(=O)N(Cc2ccc3c(c2)OCO3)C(=Nc2ccc(OC)cc2)S1 (centres undefined)	-30*	-6	-21%	17	-1.0	0	10	0.3%	-6
O=C(COc1ccc(Cl)cc1)OCc1cc(=O)n2nc(C3CCCCC3)sc2n1	-17	7	?	1	-0.1	.	4	-1.0%	-9
COc1ccc(C2CC(c3ccccc3)=NN2C(=O)COC(=O)c2cc(S(=O)(=O)N3CCOCC3)ccc2Cl)cc1 (centres undefined)	-14	2	6%	40*	1.3	3	9	1.5%	0
Cc1nc2ncnn2c(C)c1CCC(=O)N1CCN(c2ccc(F)cc2)CC1	-4	0	-1%	-3	0.1	.	0	16%	-3
CC(=O)/C=C1/C(=O)Nc2ccccc21	-20	8	-11%	-10	2.0	-73*	4	-0.8%	-12
Cc1cc(C(C)(C)C)ccc1OCCCCN1CCCC1	-13	-5	?	1	0.1	-16	30	0.2%	4
CCn1c(SCC(=O)NC2CC2)nnc1-c1ccccc1OC	-12	-4	-4%	-6	0.5	-5	6	-1.2%	-2
CC(O)c1nc2ccccc2n1CCCCOc1ccccc1 (centres undefined)	-5	0	-11%	3	1.1	-10	2	0.6%	-6
O=[N+]([O-])c1ccc(Sc2ccccc2)nc1	-12	-1	-16%	-10	-0.6	-4	2	-0.8%	0
CC1CN(C(=O)c2ccc(OC3CCN(Cc4ccccn4)CC3)cc2)CCN1C (centres undefined)	-19	-4	-7%	10	1.0	-9	-1	-0.3%	-3
Cc1ccccc1C(=O)NC(=S)Nc1ccccc1N1CCCC1	4	5	-23%	-6	0.0	-10	0	-0.4%	-2
CCOC(=O)C1CCCN(Cc2cc(Br)c(OC)cc2OC)C1 (centres undefined)	0	-29	-1%	-3	0.3	-4	1	-0.1%	-4
CS(=O)(=O)N(CC(=O)N1CCCCCC1)c1ccccc1	3	10	-4%	0	0.2	4	4	-0.9%	0
Cn1c(=O)cc(SCC(=O)NCCC2=CCCCC2)c2cc(Cl)ccc21	-9	-14	-13%	6	-0.8	-1	1	0.2%	-9
COc1cc([N+](=O)[O-])c(C(=O)N2CCOCC2)c([N+](=O)[O-])c1	4	-8	-6%	-4	-0.2	3	2	-0.2%	-2
CCC(C)NC(=O)C1(NC(=O)Nc2ccccc2)CCCCC1 (centres undefined)	4	4	0%	0	0.3	2	1	-1.3%	-4
O=c1[nH]nc(-c2ccccc2)c2ccccc12	-16	-12	0%	-6	-1.8	-9	4	0.3%	-2

Additional compounds.
SMILES	D1 antag	D2 potentiator	Apoferritin bind	TRHR PAM	TRHR ag	RXFP1 antag	D1 agonist	RXFP1 ag	D1 potentiator
COc1cc([N+](=O)[O-])cc(/C=C2/SC(=S)N(Cc3ccccc3)C2=O)c1O	-3	-10	?	2	24	-6	110*	12%	0
NS(=O)(=O)c1cc(C(=O)Nc2ccc3c(c2)OCCCO3)ccc1Cl	3	-4	1%	13	0.3	-13	0	0.1%	0
CCN(CC)S(=O)(=O)c1ccc(Br)c(OC)c1	26	15	-17%	-2	-1.1	7	-3	3.1%	-2
CC[C@]1(c2cccc(C)c2)C(=O)N(C(=O)OC)N1C(=O)OC	-22	5	-10%	6	0.1	.	0	1.6%	-6
COc1nc(SC)nc(Cl)c1Cc1ccc(OC(C)C)cc1	-1	5	7%	-1	0.4	-25	5	-0.3%	-7
O=C(O)C(CO)(c1ccccc1)c1ccccc1	-8	-7	-3%	4	-0.3	.	1	-1.5%	-8
CCCOc1c(Cl)cc(/C=N/O)cc1OCC	-2	-10	?	0	-0.7	5	15	0.2%	4
Cc1ccccc1C(=O)NC1CCN(Cc2nnnn2Cc2ccc(F)cc2)CC1	-6	19	-10%	3	-0.6	-3	2	-0.3%	1
CCOC(=O)CSc1nc2cc(C(F)(F)F)cnc2n1C	3	4	-1%	0	-1.1	.	0	0.1%	2
COc1ccc2ccc(C(C)(C(C)=O)C(=O)OC(C)C)cc2c1 (centres undefined)	.	-23	.	-4	0.7	.	-4	0.1%	-3
Cc1ccsc1/C=C(\C#N)C(=O)NC1CCS(=O)(=O)C1 (centres undefined)	-9	-4	-18%	-1	-0.1	1	0	3.0%	0
COc1ccc2c(C)c(CC(=O)NCc3ccc(C)cc3)c(=O)oc2c1OC	-12	9	-15%	9	-0.9	-1	0	4.8%	-1

Assay outcomes (PubChem BioAssay)

The list is partial; the hit share may differ from the screen's.
